Screens deposited in PubChem by National Center for Advancing Translational Sciences (NCATS).
GCN5L2 inh: qHTS Assay for Inhibitors of GCN5L2; Histone acetyltransferase KAT2A (Homo sapiens), Q92830; GCN5L2 HAT assay, ThioGlo1 CoA-SH fluorescence; Potency, µM (series often up to 58.9 µM), without a hit: at the highest dose activity change, negative = inhibition, hits mostly inhibitors; hit rate 0.21% among 390,000
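qHTS, 1536-well. 20nM enzyme, pH 7.5 HEPES/EDTA/Tween-20 buffer; 15 min compound preinc., RT. Start: 75uM H3(1-25), 70uM AcCoA, 50uM ThioGlo1. Read Ex340/Em540 at t=0 (autofluorescence flag) and t=20 min.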
N370S GC: qHTS Assay for Inhibitors and Activators of N370S glucocerebrosidase as a Potential Chaperone Treatment of Gaucher Disease; Lysosomal acid glucosylceramidase (Homo sapiens), P04062; N370S GC spleen homogenate, 4MU-glucoside fluorescence; Potency, µM (top dose mostly 59.4 µM), for the others: at the top dose activity change, negative = inhibition, actives largely listed as inhibitors; hit rate 0.092% among 330,000;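 further: 0% = full enzyme activity and -100% = no enzyme basal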
FEN1 inh: qHTS Assay for the Inhibitors of Human Flap endonuclease 1 (FEN1). Potency, µM (doses to about 114 µM), for the others: at the highest dose activity change, negative = inhibition, actives largely listed as inhibitors. hit rate 0.35% among 390,000. P39748. Recombinant FEN1 flap cleavage, fluorescence, 15 min; further: nearly all actives have a fitted effect of over 65% in size
Target sequence (P39748 whole entry, looked up): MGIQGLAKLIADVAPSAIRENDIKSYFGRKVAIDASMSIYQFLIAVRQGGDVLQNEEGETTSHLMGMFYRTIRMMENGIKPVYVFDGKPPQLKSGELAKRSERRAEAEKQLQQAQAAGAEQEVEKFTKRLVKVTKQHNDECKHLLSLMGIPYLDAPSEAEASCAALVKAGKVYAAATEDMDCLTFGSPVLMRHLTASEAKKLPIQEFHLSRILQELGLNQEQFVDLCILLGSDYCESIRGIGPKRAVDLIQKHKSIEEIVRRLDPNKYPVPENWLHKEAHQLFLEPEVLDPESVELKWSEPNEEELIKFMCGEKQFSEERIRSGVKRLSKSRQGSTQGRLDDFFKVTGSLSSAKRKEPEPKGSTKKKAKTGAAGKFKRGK
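Enzyme 10 nM, 15 min RT preincubation with compound; start with substrate 50 nM final; reads at 0 and 15 min; qHTS titration, four-parameter Hill fit.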
* marks the source's active call; other numbers are inactive results; ? = inconclusive; nt = no result given; & = joins results of further samples; [ ] = another dose, or the depositor's remark. The call rests on the fitted dose curve; in most records, active means well fitted curve in the direction sought with a large enough effect; inconclusive means small, poorly fitted or top-dose-only effect, or another doubt; inactive means no such curve, though single readings can be large; an effect the other way counts as inactive or inconclusive. Unless noted, on the % scale 0 is the no-effect control and ±100 the full control effect; potency means the concentration at half of the fitted maximal effect. Only part of the results is shown, so the mix of outcomes need not match the whole.

Fields – N370S GC	FEN1 inh	GCN5L2 inh
CCC(Sc1nc2cc(OC)c(OC)cc2c2nc(-c3ccccc3)nn12)C(=O)Nc1cccc(C)c1 (stereo unspecified)
 : nt	13.6%	-3.0%
O=c1c2ccccc2nc(SCc2cc(F)cc3c2OCOC3)n1Cc1ccco1
 : 9.4%	5.1%	-1.2%
O=C1CN(C(=O)COC(=O)c2cccnc2Cl)c2ccccc2N1
 : -9.6%	-3.2%	-3.8%
O=C1CS/C(=C\[N+](=O)[O-])N1c1ccccc1
 : 4.7%	-6.1%	-2.0%
Cc1cc(C(=O)OCC(=O)N2CC(C)OC(C)C2)c2ccccc2n1 (stereo unspecified)
 : 1.2%	-1.5%	-7.2%
Clc1ccc(CSc2nnc(NC3=NCCCCC3)s2)cc1
 : 17.8%	-21.8%	-6.3%
O=C(COC(=O)CCc1nc2ccccc2c(=O)[nH]1)NC(=O)NC1CCCC1
 : -2.2%	7.6%	3.1%
CCCc1ccc(OCc2ccc(C(=O)NCc3cccnc3)o2)c(OC)c1
 : 5.0%	-3.5%	-7.9%
COc1cccc(-c2noc(CCC(=O)NC3CCCCC3)n2)c1
 : 3.4%	12.9%	-7.0%
COc1ccc(OC)c(CCNC(=O)c2ccc3c(c2)N(Cc2ccc(F)cc2)CCS3)c1
 : ?	-3.2%	-10.5%

Fields – N370S GC	FEN1 inh	GCN5L2 inh
CCCCN(C(=O)C1CCCC1)C1CCS(=O)(=O)C1 (stereo unspecified)
 : 6.0%	1.5%	?
COC(=O)CCn1nnc(-c2ccc(C(C)C)cc2)n1
 : -13.7%	-20.1%	-25.8%
Cc1cccc(C)c1NC1=NC(=S)N(c2ccc(C(=O)O)cc2)C12CCCCC2
 : 10.8%	-15.1%	-7.4%
CCOC(=O)CNC(=O)Cn1cnc2c(nnn2-c2ccc(F)cc2)c1=O
 : 4.3%	2.1%	0.0%
Cc1nn(Cc2ccccc2)c(Cl)c1C(=O)OC(C)C#N (stereo unspecified)
 : -1.9%	-5.5%	-6.0%
CCOC(=O)c1sc(C)c(C(=O)NCCCN2CCOCC2)c1N
 : -1.3%	-9.1%	-4.1%
CN(c1ccc(C(=O)N2CCCCC2)cc1)S(=O)(=O)c1cccs1
 : -10.3%	0.7%	1.0%
O=C(O)/C=C/C(=O)Nc1ccc(Cl)c(C(=O)O)c1
 : 6.8%	3.7%	-9.2%
O=C(COc1ccc(F)cc1)OCc1cc(=O)n2nc(-c3cccs3)sc2n1
 : nt	-11.3%	?
COc1cc(NC(=O)c2cccs2)ccc1NC(=O)c1ccccc1Cl
 : 1.2%	-15.0%	-11.5%

Fields – N370S GC	FEN1 inh	GCN5L2 inh
CCOc1ccc(C(=O)NCC(c2ccco2)S(=O)(=O)c2ccc(C)cc2)cc1 (stereo unspecified)
 : nt	10.1%	-8.9%
CCNC(=O)N1CCC(c2nc3ccccc3s2)CC1
 : -13.7%	20.7%	8.7%
O=C(NC(=S)NCCc1ccccc1)c1ccccc1F
 : 6.0%	-27.9%	-11.8%
Cc1cc(-c2cccc([N+](=O)[O-])c2)nc2ccccc12
 : 3.9%	11.1%	-5.8%
CCCCOc1cc(C(=O)NCCN(CC)CC)c2ccccc2n1
 : -10.2%	-4.5%&33.7%	-3.1%
Cc1sc2cc(-c3cccc([N+](=O)[O-])c3)c(-c3cccc([N+](=O)[O-])c3)c[n+]2c1C
 : -4.8%	-1.8%	-0.6%
CCCOc1ccc(C(=O)Nc2cc3nn(-c4ccc(CC)cc4)nc3cc2C)cc1
 : nt	-9.6%	-0.3%
CCn1c(=O)c2cc(C(=O)NCCCN3CCN(C)CC3)sc2c2ccccc21
 : nt	6.5%	-1.6%
O=C1c2ccccc2C(=O)C1(c1ccccc1)N1CCN(c2cccc(Cl)c2)CC1
 : nt	1.2%	-10.7%
Cc1oc2ncn(CC(C)C)c(=O)c2c1C(=O)NCCc1ccc(Cl)cc1
 : nt	0.4%	2.7%

Fields – N370S GC	FEN1 inh	GCN5L2 inh
CN(CC(=O)NCc1ccccn1)S(=O)(=O)c1cc(Cl)ccc1Cl
 : 4.9%	-1.5%	1.2%
CC1CC(C)CN(C(=O)COC(=O)c2ccc3c(c2)C(=O)N(Cc2ccco2)C3=O)C1 (stereo unspecified)
 : nt	11.4%	-3.7%
O=C1CN(C(=O)c2ccccn2)c2ccccc2N1
 : -10.5%	2.1%	-3.4%
COc1ccccc1NC(=O)C1CCN(C(=O)C2CC(=O)N(c3ccc(C)cc3)C2)CC1 (stereo unspecified)
 : -10.5%	8.5%	-6.7%
CCc1ccc(NC(=O)CCc2nc3cccnc3n2Cc2ccc(OC)cc2)cc1
 : 17.0%	-16.3%	0.0%
COCC(C)n1c(C)cc(C(=O)CN2C(=O)NC3(CCCCC3C)C2=O)c1C (stereo unspecified)
 : 4.2%	4.9%	-3.3%
CCOC(=O)CSc1nc(-c2ccncc2)ccc1C#N
 : 6.4%	5.2%	2.7%
COC(=O)c1ccc(OCC(=O)c2ccccc2)cc1
 : 18.6%	-7.3%	-0.7%
CCCCOC(=O)Cn1c(=O)n(CC(=O)OCCCC)c2ccccc21
 : 0.9%	-3.6%	0.0%
CCCCC/C=C\C/C=C\CC1OC1C/C=C\CCCC(=O)O (stereo unspecified)
 : 8.8%&-7.5%	nt	-6.9%

Fields – N370S GC	FEN1 inh	GCN5L2 inh
CC(=O)c1ccc(OCc2cc(C(=O)N(C)Cc3ccon3)no2)cc1
 : -3.9%	-2.6%	0.9%
O=C(NNC(=O)C1CCCN(c2ncccn2)C1)c1ccncc1 (stereo unspecified)
 : -2.2%	-4.3%	-0.8%
OCCN1CCN(c2cc(C(F)(F)F)nc3c(F)cccc23)CC1
 : ?	8.2%	-9.1%
Cc1ccc(OCC(=O)N(Cc2ccccc2)C2CCS(=O)(=O)C2)c([N+](=O)[O-])n1 (stereo unspecified)
 : -3.7%	-9.2%	-0.9%
COc1ccc(Nc2nc(NCCCN3CCOCC3)nc(N)c2[N+](=O)[O-])cc1
 : -7.8%	-20.3%	-6.3%
COc1ccc2sc(N(Cc3cccnc3)C(=O)C3CCCCC3)nc2c1
 : nt	?	-3.0%
CCN(CC)CC(C)CNC(=O)C1(O)c2ccccc2NC(=O)N1c1ccc(Cl)c(Cl)c1 (stereo unspecified)
 : 1.3%	-9.3%	21.2%
COC(=O)c1ccccc1NC(=O)Nc1ccc(C(=O)N2CCCC2)cc1
 : -2.8%	-5.9%	0.1%
CCc1nc(SCC(=O)c2ccccc2)c2ccccc2n1
 : -17.1%	-8.1%	-3.2%
CCOC(=O)c1sc(NCc2ccco2)c(-c2nc3ccccc3s2)c1N
 : -9.6%	11.6%	54.5%[activator]

A portion from the list above, for reference:
Fields – N370S GC	FEN1 inh	GCN5L2 inh
CCOC(=O)CSc1nc(-c2ccncc2)ccc1C#N
 : 6.4%	5.2%	2.7%
COC(=O)c1ccc(OCC(=O)c2ccccc2)cc1
 : 18.6%	-7.3%	-0.7%
CCCCOC(=O)Cn1c(=O)n(CC(=O)OCCCC)c2ccccc21
 : 0.9%	-3.6%	0.0%
CCCCC/C=C\C/C=C\CC1OC1C/C=C\CCCC(=O)O (stereo unspecified)
 : 8.8%&-7.5%	nt	-6.9%
CC(=O)c1ccc(OCc2cc(C(=O)N(C)Cc3ccon3)no2)cc1
 : -3.9%	-2.6%	0.9%
O=C(NNC(=O)C1CCCN(c2ncccn2)C1)c1ccncc1 (stereo unspecified)
 : -2.2%	-4.3%	-0.8%
OCCN1CCN(c2cc(C(F)(F)F)nc3c(F)cccc23)CC1
 : ?	8.2%	-9.1%
Cc1ccc(OCC(=O)N(Cc2ccccc2)C2CCS(=O)(=O)C2)c([N+](=O)[O-])n1 (stereo unspecified)
 : -3.7%	-9.2%	-0.9%
COc1ccc(Nc2nc(NCCCN3CCOCC3)nc(N)c2[N+](=O)[O-])cc1
 : -7.8%	-20.3%	-6.3%
COc1ccc2sc(N(Cc3cccnc3)C(=O)C3CCCCC3)nc2c1
 : nt	?	-3.0%
CCN(CC)CC(C)CNC(=O)C1(O)c2ccccc2NC(=O)N1c1ccc(Cl)c(Cl)c1 (stereo unspecified)
 : 1.3%	-9.3%	21.2%
COC(=O)c1ccccc1NC(=O)Nc1ccc(C(=O)N2CCCC2)cc1
 : -2.8%	-5.9%	0.1%
CCc1nc(SCC(=O)c2ccccc2)c2ccccc2n1
 : -17.1%	-8.1%	-3.2%
CCOC(=O)c1sc(NCc2ccco2)c(-c2nc3ccccc3s2)c1N
 : -9.6%	11.6%	54.5%[activator]

(continued)
Fields – N370S GC	FEN1 inh	GCN5L2 inh
COc1ccccc1Nc1nc(-c2sc(N)nc2C)cs1
 : -0.4%	11.9%	1.2%
CCN1C(=O)[C@H]2[C@@H](c3ccc(-c4ccc(Cl)c(Cl)c4)cc3)N3CCCC[C@@]3(C(=O)OC)[C@H]2C1=O
 : -16.1%	-2.7%	-4.3%
NC(=O)CC(NC(=O)c1cccc(Br)c1)c1ccc(N2CCC(N3CCCC3)CC2)c([N+](=O)[O-])c1 (stereo unspecified)
 : 10.7%	-3.9%	-5.0%
COc1ccccc1C(=O)Nc1ccc(-c2nnn(CC(=O)N3CCN(C(=O)c4ccco4)CC3)n2)cc1
 : ?	-5.4%	-0.8%
CSc1ccc(NC(=O)C(C)N2CCN(C)CC2)cc1 (stereo unspecified)
 : -14.3%	-13.2%	5.6%
COc1ccc(CCNC(=O)CN(c2ccc(OC)c(OC)c2)S(C)(=O)=O)cc1OC
 : 3.8%	-1.7%	-0.7%
CCC(C)(C)NC(=O)CN(Cc1cccs1)C(=O)CCC(=O)Nc1nccs1
 : -19.7%	-3.3%	-0.7%
O=S(=O)(Nc1cccc(-c2cn3cccnc3n2)c1)c1ccc(F)cc1
 : -7.6%	0.2%	-5.5%
COc1ccc(-c2cn(-c3ccccc3)c(=S)[nH]2)cc1OC
 : -3.5%	-10.6%	2.4%
Cn1c(=O)c(-c2ccccc2)nc2cnc(Nc3ccccc3)nc21
 : 2.7%	nt	-5.8%

Fields – N370S GC	FEN1 inh	GCN5L2 inh
Cc1ccc(NC(=O)COC(=O)c2cccnc2)c(C)c1
 : 13.6%	17.1%	-0.9%
Cc1cc(C)c(-c2csc(NC(=O)C3=COCCO3)n2)cc1C
 : -6.2%	-9.1%	-4.8%
Cc1ccc(S(=O)(=O)NNC(=O)c2sc3nc(C)cc(C)c3c2-n2cccc2)cc1
 : 14.4%	1.9%	2.3%
CS(=O)(=O)c1ccc(Oc2ccc(-c3nnco3)cc2)c([N+](=O)[O-])c1
 : -0.1%	8.3%	?
CCOC(=O)C1OC1C(=O)N[C@@H](CC(C)C)C(=O)NCCC(C)C (stereo partly specified)
 : -1.5%	nt	0.0%
COc1ccc(CCNC(=O)CSc2ccc(-c3cccs3)nn2)cc1OC
 : -11.4%	-2.8%	-6.4%
Cc1ccc(-c2cccc(C3CC=CC4C3C(=O)N(Cc3ccccc3)C4c3ccc(C(F)(F)F)cc3)c2)cc1 (stereo unspecified)
 : -1.7%&6.6%	4.2%&5.8%	-21.8%
Cc1ccc(OCc2nc(-c3ccccn3)n[nH]2)cc1
 : 2.6%	4.2%	2.3%
COC/C=C/C1=CC2=CC(=O)C(C)(OC(=O)CCC(=O)OC)C(=O)C2=CO1 (stereo unspecified)
 : -5.4%&-2.1%	nt	-1.9%
CCCN1CCN(C(=S)Nc2ccc(S(N)(=O)=O)cc2)CC1
 : 0.9%	1.5%	-1.0%

Fields – N370S GC	FEN1 inh	GCN5L2 inh
Cc1ncc(CO)c2c1Oc1nc(-c3ccc(F)cc3)nc(SCC(=O)N3CCCCC3)c1C2
 : nt	2.3%	-2.0%
Cc1cccc(Nc2nnc(SC3CCOC3=O)s2)c1C (stereo unspecified)
 : 5.8%	2.4%	-11.1%
CC(C)Cn1c(CN2CCCCC2C)nc2c1c(=O)n(C)c(=O)n2C (stereo unspecified)
 : 2.5%	0.9%	0.8%
CCOC(=O)c1ccc(NC(=O)C(CC)Sc2nc3ccncc3[nH]2)cc1 (stereo unspecified)
 : nt	-10.0%	-9.0%
CN1C(=O)CC[C@H]1c1cccnc1
 : nt	?	4.2%
COc1ccc(NC(=O)c2ccco2)cc1NC(=O)c1cccc(C)c1OC
 : nt	?	-9.5%
O=C1CCc2cc(S(=O)(=O)NC(C(=O)Nc3ccc(F)cc3)c3ccccc3)ccc2N1 (stereo unspecified)
 : nt	13.5%	-6.9%
COc1cccc(CC2(CO)CCCN(S(=O)(=O)N(C)C)C2)c1 (stereo unspecified)
 : -6.7%	-0.7%	-8.9%
O=C(Cn1cc(C(=O)C2CC2)c2ccccc21)NC1CCCC1
 : 6.4%	5.7%	?
